Assay outcomes from PubChem.
All columns: NCI-60 one-dose screen, growth in % after 48 h at 10 µM unless noted; 100 = growth as untreated, 0 = no growth, -100 = all killed.
SR: SR leukemia cells. 8.7% of 73,000 active. AID 1794780
MOLT-4: MOLT-4 leukemia cells | 6.9% of 80,000 active | AID 1794779
MDA-MB-231: MDA-MB-231 breast cancer; AID 1794789; 5% of 81,000 active
RPMI-8226: RPMI-8226 leukemia cells; 7.5% of 77,000 active; AID 1794781
MDA-MB-468: MDA-MB-468 breast cancer. 8.5% of 78,000 active
K-562: K-562 leukemia. 7.4% of 78,000 active
MDA-MB-435: MDA-MB-435 melanoma; 7.8% of 82,000 active
MCF7: MCF7 breast cancer. 6.3% of 82,000 active. AID 1794796
* marks the source's active call; other numbers are inactive results; . = not tested or not shown; & = joins results of further samples. How the source made its calls: active means growth percent below 10; inactive means the rest. The order is random; 15% or so of the library scored in one or more.

Start of the data: the first 2 compounds, to show the layout:
canonical_smiles,SR,MOLT-4,MDA-MB-231,RPMI-8226,MDA-MB-468,K-562,MDA-MB-435,MCF7
O=C1c2cccc3cccc(c23)C(=O)N1N1C(=O)c2cccc3c(N4CCCCC4)ccc(c23)C1=O,100,103,94,.,103,95,103,95
C=CCC(=O)N[C@@H](CO)Cc1ccc(-c2cc(Cl)cc(Cl)c2)cc1,111,117,94,112,99,116,97,88

Main list, from the first entry:
canonical_smiles,SR,MOLT-4,MDA-MB-231,RPMI-8226,MDA-MB-468,K-562,MDA-MB-435,MCF7
O=C1c2cccc3cccc(c23)C(=O)N1N1C(=O)c2cccc3c(N4CCCCC4)ccc(c23)C1=O,100,103,94,.,103,95,103,95
C=CCC(=O)N[C@@H](CO)Cc1ccc(-c2cc(Cl)cc(Cl)c2)cc1,111,117,94,112,99,116,97,88
COc1ccc(OC)c(-c2nc(SCC(=O)c3ccc(-c4ccccc4)cc3)[nH]c(=O)c2C#N)c1,84,89,105,116,107,94,100,99
CC(c1ccccc1)N1CSCN2C(=O)CC(=O)N=C21 (stereo not given),102,106,102,109,98,100,106,92
COc1ccc(-c2ccnc(SCc3cc4cc(Cl)ccc4[nH]c3=O)n2)cc1,92,94,27,74,55,79,68,73
Nc1cc2ccccc2c(=O)n1NC(=O)c1ccc(Br)cc1,72,91,67,92,-55*,101,103,75
Cc1ccc2c(C(C[N+](=O)[O-])c3ccccc3Cl)c(-c3ccccc3)[nH]c2c1 (stereo not given),48,71,59,73,82,37,60,88
O=C1Nc2ccc(C(=O)O)cc2/C1=N/c1nnc(Sc2ccccc2)s1,88,105,106,99,105,96,102,101
O=C1C=Cc2cccc3ccc(O)c1c23,29,59,70,.,71,49,78,57
Cc1cc(=O)oc2cc(Oc3nc(Br)cn4c(Br)cnc34)ccc12,69,87,30,96,41,94,87,22
COc1ccc(C(=O)/C=C/c2ccc3c(c2)OCO3)cc1S(=O)(=O)NNC(=O)c1ccncc1,.,102,103,97,99,83,101,82
O=c1cc(Cn2cnc3c(NCc4ccco4)ncnc32)c2cc(F)ccc2o1,90,103,93,102,93,92,104,85
Cc1c(C(=O)N[C@@H](Cc2ccccc2)C(=O)C(N)=O)[nH]c2ccccc2c1=O,104,110,101,.,99,103,102,96
COc1ccc(-c2cc(/C=C3\C(=O)Nc4cc(Cl)ccc43)[nH]n2)cc1OC,22,75,78,80,65,33,7.3*,32
COc1cc(/C(C)=C(\c2ccc(Cl)cc2)c2ccc(OCCN3CCOCC3)cc2)ccc1F,85,72,91,74,68,63,88,97
O=C(NCc1ccccc1)Nc1ccccc1CNc1nc(Nc2ccc(OCCN3CCCC3)cc2)ncc1Cl,7.0*,74,97,76,75,64,83,66
O=C(N=Nc1c(O)[nH]c2ccccc12)Nc1ccc(F)c(Cl)c1,95,99,90,92,34,92,101,24
CCCC1(CC)NC(=O)NC1=O (stereo not given),119,114,115,107,106,107,118,112
CN(C)c1oc(/C=C/c2nc(C#N)c(N(C)C)o2)nc1C#N,94,101,112,110,128,104,107,96
CC(C)(C)c1c(C#N)nnc2cc(-c3ccccc3)nn12,.,110,.,75,65,77,89,78

Laid out differently: entries from further up
COc1ccc(OC)c(-c2nc(SCC(=O)c3ccc(-c4ccccc4)cc3)[nH]c(=O)c2C#N)c1
- SR: 84
- MOLT-4: 89
- MDA-MB-231: 105
- RPMI-8226: 116
- MDA-MB-468: 107
- K-562: 94
- MDA-MB-435: 100
- MCF7: 99
CC(c1ccccc1)N1CSCN2C(=O)CC(=O)N=C21 (stereo not given)
- SR: 102
- MOLT-4: 106
- MDA-MB-231: 102
- RPMI-8226: 109
- MDA-MB-468: 98
- K-562: 100
- MDA-MB-435: 106
- MCF7: 92
COc1ccc(-c2ccnc(SCc3cc4cc(Cl)ccc4[nH]c3=O)n2)cc1
- SR: 92
- MOLT-4: 94
- MDA-MB-231: 27
- RPMI-8226: 74
- MDA-MB-468: 55
- K-562: 79
- MDA-MB-435: 68
- MCF7: 73
Nc1cc2ccccc2c(=O)n1NC(=O)c1ccc(Br)cc1
- SR: 72
- MOLT-4: 91
- MDA-MB-231: 67
- RPMI-8226: 92
- MDA-MB-468: -55*
- K-562: 101
- MDA-MB-435: 103
- MCF7: 75

Additional compounds follow.
canonical_smiles,SR,MOLT-4,MDA-MB-231,RPMI-8226,MDA-MB-468,K-562,MDA-MB-435,MCF7
Cn1cc(/C=C2\C(=O)N(CCCn3c4ccccc4c(=O)c4ccccc43)c3ccccc32)c2ccccc21,84,63,82,87,94,78,112,77
ClC/C=C/CSc1ncnc2nc[nH]c12,74,85&94,96&109,99,127&103,73&82,103&108,94&100
CCOC(=O)N1CCC2(CC1)NC(=O)c1ccccc1N2N=O,.,99,112,105,108,100,102,94
CC(=O)OCC1OC(Oc2ccccc2C)C(OC(C)=O)C(OC(C)=O)C1OC(C)=O (stereo not given),87,97,98,87,.,107,115,97
Cc1ccc(S(=O)(=O)CC(=O)c2cc3ccccc3oc2=O)cc1,98,113,91,106,95,103,100,92
CC1NC(=S)NC(c2cccs2)=C1C(=O)/C=C/Nc1ccccn1 (stereo not given),98,79,95,100,94,86,104,85
CC(=O)c1ccc(O)cc1,97,91,102,100,.,121,102,97
C[N+]1(C)CCC(c2ccccc2)(c2ccccc2)C(=O)C1,98,112,.,102,93,95,95,94
CC(C)(C)C(=O)N1CC(=O)N2c3ccccc3C(=O)C3C=CC2(C1)O3 (stereo not given),101,98,102,90,108,93,110,104
CCN(CC)c1cc(C(=O)O)cc(Cl)n1,104,101,108,100,107,100,102,105
O=C(Cc1ccccc1)NC1=NC(=O)/C(=C\c2cccs2)S1,102,100,118,93,98,103,91,91
CN(C)c1ccc(N2Cc3ccccc3OC3=C2C(=O)c2c(O)ccc(O)c2C3=O)cn1,.,-22*,-94*,-17*,-59*,-21*,-21*,-55*
Cc1cc2[nH]c(=O)c(=O)[nH]c2cc1C,99,96,102,104,109,91,104,103
O=C1c2ccccc2Cc2cccc(Cl)c21,64,40,95,106,93,92,120,96
COc1cccc(/C=C/C(=O)c2ccccc2)c1O,79,102,100,93,88,88,103,102
O=C(/C=C/C=C/c1ccccc1)c1ccco1,17,.,102,11,29,43,93,26
COc1ccc(C(=O)/C=C/c2cc(-c3cc(OC)c(OC)c(OC)c3)n[nH]2)cc1F,87,79,107,107,108,107,101,96
O=C(Nc1ncc(Cc2cccc(C(F)(F)F)c2)s1)C(=S)N1CCOCC1,105,100,96,97,101,94,102,101
COc1cccc(-c2nc3sccn3c2-c2ccnc(NCCN3CCCNS3(=O)=O)n2)c1,60,87,83,102,102,.,54,100
Cc1nc2ncccc2nc1Nc1ccc(S(=O)(=O)Nc2ccccn2)cc1,92,92,89,84,109,106,109,93
O=C1NC(=C(Cl)Cl)/C(=N/S(=O)(=O)NC2CCC2)N1,56,89,114,90,72,98,100,90
OCc1cn(C(c2ccccc2)(c2ccccc2)c2ccccc2)cn1,93,80,101,98,89,103,103,99
NS(=O)(=O)c1ccc(CCn2c(SCC(=O)c3ccc(Cl)cc3)nc3ccccc3c2=O)cc1,100,98,96,107,105,.,102,92
COc1cc(OC)c(C(=O)C(CN(C)C)CN(C)C)cc1OC,-49*,-40*,-60*,-18*,-73*,-42*,81,11
O=C(NCc1ccccc1)Nc1ncccc1OCc1cccc(Cl)c1,.,.,100,100,93,95,94,89
NS(=O)(=O)c1ccc(NC(=O)N2CCN(c3ccc(C(F)(F)F)cn3)CC2)cc1,104,103,103,100,79,99,102,.
COC(=O)c1sc(-c2ccccc2)cc1O,86,93,99,97,115,104,100,94
COc1ccc(C2=Nc3c(N)ncnc3NC(c3cccc(Nc4ccnc5cc(Cl)ccc45)c3)C2)cc1 (stereo not given),37,62,92,38,97,44,77,64
CC(=O)CC(=O)OCC1COCO1 (stereo not given),88,85,118,108,.,89,124,96
COc1cccc(/C=C2\Oc3cc(C)c(Cl)c(C)c3C2=O)c1,71,94,83,78,97,95,101,64
Cc1ccc2c(C3NCCc4c3[nH]c3ccccc43)cc(=O)oc2c1 (stereo not given),104,94,79,94,97,96,100,85
O=C1C(=O)N(c2ccc(C(=O)O)cc2)C(c2ccccc2)/C1=C(/O)c1ccccc1 (stereo not given),88,88,96,96,104,86,103,98
O=C(N/N=C/c1ccccc1)C(Oc1ccccc1)c1ccccc1 (stereo not given),92,101,102,98,80,79,44,98
NC(=O)NC(CCl)NC(N)=O,.,81,.,94,95,98,95,92
O=c1[nH]c(=S)c2[nH]c(=S)n(-c3ccccc3)c2[nH]1,91,98,107,.,120,107,111,106
Cc1ccc(O)c(C(C)(C)c2ccccc2)c1,99&81,109&85,96&100,104&133,111&116,99&89,100&95,114&95
O=C(Nc1ccsc1C(=O)NC1CCCCC1)c1ccc(F)cc1,79,96,87,70,101,89,110,91
OCC1OC(n2ccc3c2ncn2ncnc32)C(O)C1O (stereo not given),21,16,41,61,-5.1*,18,62,10.0*
CCCCCCCC/C=C\CCCCCCCC(=O)OC/C=C\COC(=O)CCCCCCC/C=C/CCCCCCCC,86,94,116,97,110,98,103,102
CC12CCC(/C(=C/NNc3ccc([N+](=O)[O-])cc3[N+](=O)[O-])C1=O)C2(C)C (stereo not given),56,41,66,74,45,78,71,51
CC(=O)C1=C(C)NC(NNC(=O)Nc2ccc(Br)cc2)=NC1c1ccc(Cl)cc1 (stereo not given),100,110,99,103,102,99,104,96
Cc1cc(=O)oc2cc(OCCCCOc3ccc(/C=C/C(=O)Nc4ccc(Br)cc4)cc3)ccc12,73,88,79,68,71,72,92,67
C=C(C)C(N)=O,98&83,89&93,99&106,102&102,93&90,94&99,102&104,103&102
COc1ccc(C2CC(=O)N(c3ccc(F)cc3)C3=C2C(=O)OC3)cc1 (stereo not given),96,93,101,92,89,96,98,89
CN(C)CCOC(c1ccccc1)(c1ccc2ccccc2n1)c1cccs1 (stereo not given),.,46,59,64,68,48,52,50
O=[N+]([O-])c1cccc(C2NC(N3CCOCC3)=C(N3CCOCC3)c3c2sc2c(F)cccc32)c1 (stereo not given),77,84,88,94,110,87,106,86
COc1ccc(O)c(CN2CC3CCC(CC3)C2)c1,107,97,114,105,109,99,105,102
COc1ccc(C(=O)/C=C/c2ccc(OC)c(OCc3ccccc3)c2)cc1OC,14,8.1*,18,8.0*,1.5*,13,23,7.1*
CC(=O)CC(=O)Nc1ccc(OS(N)(=O)=O)cc1,107,106,107,94,85,88,100,94
O=CC(F)(F)F,98,101,112,.,106,108,107,95
Cc1cc(=O)[nH]c2nc3ccccc3n12,97,97,97,93,89,98,115,89
CCOC(=O)c1cc(=O)[nH]c2ccccc12,.,92,105,101,84,102,91,80
Clc1ccc(/C=C/c2ccc(Cl)cc2Cl)c(Cl)c1,99,88,86,90,59,99,109,51
CCOC(=O)/C=C/c1ccc([N+](=O)[O-])o1,16,-3.0*,68,75,54,9.7*,44,25
Cc1cc2nnn(Cc3cccc(NC(=O)CCCC(=O)Nc4cccc(Cn5nnc6cc(C)c(C)cc65)c4)c3)c2cc1C,86,96,71,82,65,91,106,82
OC1COC(c2ccccc2)OC1C(O)C1OC(c2ccccc2)OCC1O (stereo not given),97,108,97,102,101,91,.,100
O=C(Nc1ccc(N2CCOCC2)cc1)c1cncnc1Nc1ccc(OCc2cccc(F)c2)c(Cl)c1,100,75,81,100,92,96,86,71
CCn1cc(C(=O)NNC(=S)Nc2cccc(C)c2)c(=O)c2ccc(C)nc21,42,60,62,73,69,19,78,54
O=C1NN(C(=O)c2ccccc2)C(c2ccc(Cl)c(Cl)c2)=C/C1=C\c1ccc([N+](=O)[O-])cc1,.,.,80,59,84,.,86,84
CCCN(CCC)S(=O)(=O)c1ccc(C(=O)O)cc1.CCCN(CCC)S(=O)(=O)c1ccc(C(=O)O)cc1.[Cl][Pt+2][Cl].[NH2-].[NH2-],3.4*,-2.1*,-23*,12,-54*,10.0*,-55*,8.3*

Further results
canonical_smiles,SR,MOLT-4,MDA-MB-231,RPMI-8226,MDA-MB-468,K-562,MDA-MB-435,MCF7
COc1ccc(-c2nnc(Nc3ccc(C(F)(F)F)cc3)o2)cc1,76,98,103,105,112,84,105,96
C[C@@H](NC(=O)Nc1ccc2cc3ccc(NC(=O)N[C@H](C)c4ccccc4)cc3nc2c1)c1ccccc1,62,100,105,109,107,92,97,90
O=C1c2cccc3cccc(c23)C(=O)N1Nc1nc(N2CCOCC2)nc(N2CCOCC2)n1,93,99,84,105,109,92,105,84
C=C(C)[C@@H]1CC[C@]2(COP(=O)(OCC)OCC)CC[C@]3(C)[C@H](CC[C@@H]4[C@@]5(C)CC[C@H](OP(=O)(OCC)OCC)C(C)(C)[C@@H]5CC[C@]43C)[C@@H]12,30,28,51,-18*,22,20,61,0.3*
O=C1C(c2ccccc2)=C(N2CCc3ccccc32)OC1(Cl)Cl,18,0.1*,82,8.1*,78,8.3*,86,26
O=C(NS(=O)(=O)c1ccc(Cl)cc1)n1ccc2cccnc21,103,104,114,95,100,110,101,104
O=C1Nc2ccccc2/C1=N/N1C(=O)CNC1=S,97,103,80,.,104,104,105,77
Cc1ncc(C(=O)Nc2ccc(CN3CCN(C)CC3)c(C(F)(F)F)c2)cc1C#Cc1cnc(N)c2ccc(C#N)cc12,4.9*,8.6*,-76*,7.4*,48,-35*,-28*,12
CNC(C)[C@H]1CCC2C3CCC4C[C@@H](N(C)C(=O)c5ccccc5)CC[C@]4(C)C3CC[C@@]21C (stereo not given in full),34,16,-1.3*,.,.,-2.8*,-26*,5.1*
Clc1nc(Nc2ccccn2)c2ncn(-c3ccc(Br)cc3Cl)c2n1,98,100,99,105,96,104,105,91
